Bioassay records: PubChem BioAssay, National Center for Advancing Translational Sciences (NCATS)
SW480 rereplic: inducers of DNA re-replication in SW480 colon cancer cells; SW480 DNA re-replication, Hoechst DNA content imaging, 48 h; Potency, µM (top dose mostly 46.1 µM), for inactives: at the top dose re-replication activation, usual class: activators; 340,000 tested, 1.8% active; AID 624297; also: potency is read from the fitted curve at half-maximal effect; % of control where 0% means no effect; nearly all actives have a fitted effect of over 55% in size
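First, 250 cells per well were seeded. Next, compound or vehicle (23 nL) was pinned in, plates sat 48 hr at 37 C. Finally Hoechst was added for 40 min before fluorescence scanning.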
GLP1R cytotox: cytotoxicity in counter-screen for GLP-1R inverse agonists | AID 624418 | Potency, µM (series often up to 38.3 µM), without a hit: top-dose activity change, negative = inhibition, usual class: inhibitors | 410,000 tested, 0.13% active | HEK293 cAMP-luciferase reporter cells, luminescence, 24 h;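 also: loss of luciferase light is scored as toxicity; potency is read from the fitted curve at half-maximal effect; % is scaled to controls: 0 for no effect and ±100 for the full control effect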
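Step one: seed cells (200 cells/uL, DMEM with 10% Nu serum, 1% pen-strep). Step two: 12-hour incubation at 37 deg C. Step three: pin 23 nL compound, incubate 24 hr. Step four: add luciferase reagent, read luminescence 12 min later.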
HT1080NT lethal: kills 2HG-producing HT-1080-NT fibrosarcoma cells; Potency, µM (highest dose often 46.1 µM), without a hit: top-dose activity, negative = less viability, usual class: cytotoxic; HT-1080-NT fibrosarcoma viability, CellTiter-Glo ATP luminescence, 48 h; 360,000 tested, 1.6% active;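 also: NT is the 2HG producing partner of a matched IDH1 knockdown line; potency is read from the fitted curve at half-maximal effect; 0% = DMSO-treated cells and -100% = media-only wells without cells; nearly all actives have a fitted effect of over 55% in size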
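Viability of the 2HG-overproducing fibrosarcoma line after 48 hours of compound exposure at 37 degrees C was determined by luminescence with CellTiter-Glo, and concentration-effect curves were then fitted and categorized.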
KB-3-1 tox: KB-3-1 parental cell cytotoxicity; AID 1347075; 400,000 tested, 1.4% active; Potency, µM (titrated, usually from 46.1 µM), for inactives: at the top dose activity change, negative = cytotoxic, usual class: cytotoxic; KB-3-1 viability, CellTiter-Glo ATP luminescence, 72 h; also: potency is read from the fitted curve at half-maximal effect; % is scaled to controls: 0 for no effect and ±100 for the full control effect; nearly all actives have a fitted effect of over 60% in size
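Cytotoxicity measured as CellTiter-Glo luminescence after 72 h at 37 C. Compound titrations were pinned onto drug-naive KB-3-1 parental adenocarcinoma cells grown in DMEM with 10% FBS, and normalized data fitted to concentration-response curves.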
IL1B secr inh: inhibitors of inflammasome signaling (IL-1 beta secretion); THP-1 LPS/ATP IL-1B secretion, AlphaLISA, 16 h; active compounds read low; activity change, % at 57.5 µM; 360,000 tested, 4.7% active; in the data active = activity change below about -50%; inconclusive = mostly about -30% to -49%; also: % is scaled to controls: 0 for no effect and ±100 for the full control effect
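THP-1 cells pretreated 1 hr with compounds (up to 57.5 uM final), then stimulated with LPS (250 ng/mL final) plus ATP (1.25 mM final); secreted IL-1B measured by AlphaLISA after 16 hr, decreased signal indicating inhibition.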
KB-V1 MDR tox: KB-V1 MDR subline cytotoxicity; Potency, µM (doses to about 46.1 µM), for inactives: top-dose activity change, negative = cytotoxicity, actives largely listed as cytotoxic; KB-V1 MDR cells viability, CellTiter-Glo, 72 h; AID 1347076; 400,000 tested, 3.4% active; also: potency is read from the fitted curve at half-maximal effect; % is scaled to controls: 0 for no effect and ±100 for the full control effect; nearly all actives have a fitted effect of over 60% in size
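KB-V1, DMEM (no phenol red) + 10% FBS; cpd pin-transferred, titration series; 72 h, 37 degrees C; CellTiter-Glo, luminescence. Data normalized, curve-fit.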
D3 ag: agonists of human D3 dopamine receptor. D3R DiscoveRx beta-arrestin cells, luminescence, 90 min. AID 652048. P35462. max activation, %. 410,000 tested, 0.58% active; in the data active = max activation above about 30%; also: 0% is about no effect; mostly tested at two doses, the higher about 12 µM
Target sequence (P35462 whole entry, looked up): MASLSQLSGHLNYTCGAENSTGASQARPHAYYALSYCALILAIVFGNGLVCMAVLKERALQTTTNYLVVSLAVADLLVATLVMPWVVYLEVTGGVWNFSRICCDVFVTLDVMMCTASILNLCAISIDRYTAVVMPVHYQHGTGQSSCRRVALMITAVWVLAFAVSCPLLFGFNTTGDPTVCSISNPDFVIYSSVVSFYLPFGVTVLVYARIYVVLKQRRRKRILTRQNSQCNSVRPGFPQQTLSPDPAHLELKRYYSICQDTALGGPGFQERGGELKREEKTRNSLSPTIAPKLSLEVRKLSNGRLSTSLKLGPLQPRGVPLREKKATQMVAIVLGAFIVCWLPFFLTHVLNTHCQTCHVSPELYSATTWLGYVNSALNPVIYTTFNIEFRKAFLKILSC
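Cells at 1500/well, incubated overnight, then treated with pinned compounds (dopamine as control) for 90 min at 37 degrees C. DiscoveRx reagent added for 30 - 60 minutes at room temperature; luminescence read.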
MCF10A rerep: inducers of DNA re-replication in MCF 10A breast cells. MCF 10A DNA re-replication, Hoechst nuclear intensity, 48 h. Potency, µM (highest dose often 46.1 µM), for the others: top-dose activity, positive = re-replication, usual class: activators. 350,000 tested, 2.9% active. AID 624296; also: potency is read from the fitted curve at half-maximal effect; % of control where 0% means no effect; nearly all actives have a fitted effect of over 50% in size
HT1080 IDH1KD tx: HT-1080 IDH1 knockdown cell toxicity (counter line); Potency, µM (series often up to 46.1 µM), for inactives: at the top dose activity, negative = toxicity, actives largely listed as cytotoxic; HT-1080 IDH1 knockdown viability, ATP luminescence, 48 h; 360,000 tested, 2% active;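 also: potency is read from the fitted curve at half-maximal effect; 0% = DMSO wells and -100% = cell-free medium wells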
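Using the IDH1-knockdown HT-1080 line run in the same batch and compound series as the NT line, viability after 48 h at 37 °C was determined by CellTiter-Glo luminescence and expressed as % activity.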
Active calls of the source: *; i = inactive; u = inconclusive; x = no result given; & = joins results of further samples; [ ] = dose if it differs, or a comment. Unless noted, calls follow the shape of the dose curve; as a rule, active = well fitted curve in the direction sought with a large enough effect; inconclusive = small, poorly fitted or top-dose-only effect, or another doubt; inactive = no such curve, though single readings can be large; an effect the other way counts as inactive or inconclusive.

SMILES	SW480 rereplic	GLP1R cytotox	HT1080NT lethal	KB-3-1 tox	IL1B secr inh	KB-V1 MDR tox	D3 ag	MCF10A rerep	HT1080 IDH1KD tx
CSc1ccccc1NC(=O)COC(=O)Cc1cccs1	-131%[inhibitor]	13%	-22%	3%	25	31%	-5	-1%	6%
COC(=O)c1ccc(C(=O)Nc2ccc(C(C)C)cc2N)cc1	6%	-9%	-9%	0%	70	-21%	3	3%[9.22 µM]	-2%
COc1ccc(N(CC(=O)N2CCN(c3cccc(C)c3)C(C)C2)S(=O)(=O)c2c(C)n[nH]c2C)cc1 (stereo unspecified)	4%	5%	-5%	-3%	-61*	-7%	-4	0%	-21%
COc1cccc(C2C3(C#N)C(N)=NC(OC)(OC)C23C#N)c1 (stereo unspecified)	-1%	-10%	15%	-6%	7	2%	4	3%	15%
COc1ccc2oc(C(=O)OCC(=O)N3CCN(C(C)=O)CC3)c(C)c2c1	-1%	1%	4%	-3%	2	-3%	-3	0%	3%
CS(=O)c1ccc(-n2c(=O)n(Cc3ccccc3)c(=O)c3[nH]cnc32)cc1 (stereo unspecified)	-7%	-5%	4%	15%	-22	9%	-10	1%	-2%
CC(OC(=O)C1=COCCO1)C(=O)Nc1cc(S(=O)(=O)N2CCCCC2)ccc1Cl (stereo unspecified)	-58%[inhibitor]	-3%	-5%	-2%	-14	-7%	-6	-2%	-2%
COC(=O)[C@]12CCCCC=C1N(Cc1ccc3c(c1)OCO3)C(=O)[C@H](CC(=O)NCc1ccc(C)o1)C2	x	-8%	-4%	8%	-14	-21%	-5	x	1%
CCOC(=O)c1nnc(-c2ccccc2)nc1NCc1ccc(Cl)cc1	1%	-5%	1%	21%	25	1%	-4	u	-1%
Cc1c(C(=O)N(C)C)sc2c1c(=O)n(-c1ccc(F)cc1)c(=O)n2Cc1cc(=O)n2ccccc2n1	x	-6%	x	5%	x	2%	8	x	x
Brc1cccc(-c2nnn3c2nc(NC2CCCCC2)c2ccccc23)c1	x	4%	x	16%	x	7%	-3	x	x
Cc1ccc(NC(=O)C(c2ccc(Cl)cc2)N2CCCCC2)cc1 (stereo unspecified)	2%	-18%	11%	u	-12	-4%	-7	4%	20%
O=C(CCCn1c(=O)[nH]c2ccsc2c1=O)N1CCCCC1	-1%	2%	4%	13%	8	11%	-3	-1%	4%
CCOC(=O)c1cc(-c2ccccc2C)nn1Cc1cc(C)no1	u	12%	-2%	0%	-11	15%	-19	7%	-6%
COc1cccc(C(=O)NCCN2CCN(c3ccc(Cl)cc3)CC2)c1	2%	0%	-3%	-2%	-16	u	-1	19%	-2%
Clc1ccc(CN2C3=NCCCN3c3ccccc32)cc1Cl	10%	-24%	u	u	x	u	0	16µM*	u
CCCCC(=O)Nc1ccccc1N1CCOCC1	-5%	9%	-1%	-2%	21	u	0	u	-9%
CCOc1ccccc1CN1CCN(Cc2ccc3cccc(OC)c3n2)CC1CCO (stereo unspecified)	4%	10%	-4%	-4%	30	-17%	-7	5%	-21%
COc1ccc(C(=O)NCC(=O)NCc2cc(=O)n(C)c(=O)n2C)cc1	-16%	0%	0%	7%	5	u	8	-8%	-2%
Cc1cc(C(=O)COC(=O)Cc2n[nH]c(=O)c3ccccc23)c(C)n1-c1ccc2c(c1)OCO2	-10%	-14%	-4%	-17%	27	u	3	12%	-3%
COC(=O)C(CCSC)NC(=O)c1cc2c(n(-c3ccc(C)cc3)c1=O)CCCC2=O (stereo unspecified)	-4%	11%	17%	12%	-29	-3%	1	-6%	13%
CC(C)NC(=O)CSc1ccccc1C(=O)NNC(=O)Cn1ccc(C(F)(F)F)n1	-3%	-6%	3%	-4%	0	7%	1	-1%	3%
CCC1CCCCN1c1ccc([N+](=O)[O-])cc1/C=N/NC(=O)Cn1c2ccccc2c(=O)c2ccccc21 (stereo unspecified)	2%	19%	-12%	-15%	-17	-10%	-2	7%	-1%
CCCCOCCCNC(=O)C1c2ccccc2Oc2ccccc21	-48%[inhibitor]	-7%	0%	1%	-5	9%	-3	u	15%
Cc1ccc2nc(NC(=O)C3CCCN(S(=O)(=O)c4cccnc4)C3)sc2c1 (stereo unspecified)	5%	-9%	-14%	-23%	-12	1%	1	15%	-19%

Three of the compounds above, with two lines to a compound:
Order of values: SW480 rereplic, GLP1R cytotox, HT1080NT lethal, KB-3-1 tox, IL1B secr inh, KB-V1 MDR tox, D3 ag, MCF10A rerep, HT1080 IDH1KD tx
COC(=O)C(CCSC)NC(=O)c1cc2c(n(-c3ccc(C)cc3)c1=O)CCCC2=O (stereo unspecified)
→ -4%, 11%, 17%, 12%, -29, -3%, 1, -6%, 13%
COc1ccc(N(CC(=O)N2CCN(c3cccc(C)c3)C(C)C2)S(=O)(=O)c2c(C)n[nH]c2C)cc1 (stereo unspecified)
→ 4%, 5%, -5%, -3%, -61*, -7%, -4, 0%, -21%
Cc1c(C(=O)N(C)C)sc2c1c(=O)n(-c1ccc(F)cc1)c(=O)n2Cc1cc(=O)n2ccccc2n1
→ x, -6%, x, 5%, x, 2%, 8, x, x

(list continues)
SMILES	SW480 rereplic	GLP1R cytotox	HT1080NT lethal	KB-3-1 tox	IL1B secr inh	KB-V1 MDR tox	D3 ag	MCF10A rerep	HT1080 IDH1KD tx
CN(C)/C=C/C(=O)c1ccc(Oc2ncccn2)cc1	1%	13%	7%	5%	22	3%	2	9%	1%
Cc1ccc(NC(=O)C2CCCN(S(=O)(=O)c3c(C)noc3/C=C/N(C)C)C2)cc1F (stereo unspecified)	2%	-4%	6%[9.24 µM]	2%	-24	-1%	2	u	u
CCCCNC(=O)Cn1ncc2c(C)n(Cc3cccc(Cl)c3)c(C)c2c1=O	x	1%	x	-8%	x	-12%	5	x	x
O=C(Nc1cc(C(F)(F)F)ccc1Cl)c1cc(S(=O)(=O)NCc2ccccc2)ccc1F	x	6%	x	-4%	x	6%	-5	x	x
CCC(=Nc1ccccc1)C1=C(O)CCCC1=O	-3%	2%	-2%	-7%	6	-28%	4	2%	u
O=C(c1ccc(Cl)c(Cl)c1)N1CCC(O)(CN2CCOCC2)CC1	14%	5%	-4%	16%	23	9%	-4	4%	2%
CN1CCN(c2nc3c(c(=O)n(C)c(=O)n3C)n2CCSc2nnnn2-c2ccccc2)CC1	-8%	12%	11%	u	2	5%	-9	0%	15%
CCOc1ccc(-c2cc(CCCC(=O)NCCc3ccccc3)no2)cc1	0%	3%	-1%	0%	-3	u	0	3%	2%
CN(C)CCCNC(=O)C[C@H]1C[C@H](C(=O)N2CCOCC2)[C@@]2(C)c3[nH]c4ccc(Cl)cc4c3CCN2C1=O	25%	-1%	4%	-3%	-3	4%	9	0%	3%
Cc1ccc(S(=O)(=O)N2CCCCC2C(=O)N2CCN(C)CC2)cc1 (stereo unspecified)	0%	-9%	11%	-1%	31	7%	-18	1%	12%
Cc1cn2c(=O)c(S(=O)(=O)Nc3ccc(N4CCOCC4)cc3)c(C)nc2s1	x	1%	x	-1%	x	1%	-17	x	x
O=C(/C=C/c1cccs1)Nc1nc(-c2ccccc2)cs1	14%	-13%	u	u	-57*	15µM*	-18	95%	u
CC(=O)c1c(C)oc2c1cc(NS(=O)(=O)c1c(C)cc(C)cc1C)c1ccccc12	x	-9%	x	6%	x	u	-2	x	x
CCOc1cc(CNn2nnnc2N)ccc1OCC(=O)NC(C)(C)C	-8%	-18%	11%	17%	19	-6%	0	4%	5%
CCOCCCN(Cc1ccco1)C(=O)c1cc2c(s1)-c1c(C)cccc1OC2	x	-5%	x	-6%	x	u	4	x	x
COc1ccccc1-n1c(N)c(C(=O)NCC2CCCO2)c2nc3ccccc3nc21 (stereo unspecified)	11µM*	463%[activator]	-17%	-1%	u	-9%	1	u	-2%
Cc1ccc(-c2cc(C(=O)OCC(=O)N(C)c3c(N)n(Cc4ccccc4)c(=O)[nH]c3=O)c3ccccc3n2)o1	15%	79%[activator]	-9%	2%	u	4%	-5	10%	-5%
CC(=O)Oc1ccc(C(=O)Nc2cccc(C(=O)Nc3ccccc3C(=O)O)c2)cc1	-9%	0%	7%	6%	17	-1%	2	-3%	-1%
COc1ccc(C(C(=O)NC2CCCCC2)N(CC2CCCO2)C(=O)CNC(=O)c2ccco2)cc1 (stereo unspecified)	0%	-23%	6%	9%	8	-2%	1	-6%	4%
CCOc1ccc(N(C)Cc2cc(=O)oc3ccc(OCC)cc23)cc1	-2%	1%	0%	-4%	-9	0%	-19	5%	-11%
COc1ccc(CCN2CC(C(=O)NCCc3ccc(C)cc3)CC2=O)cc1OC (stereo unspecified)	-9%	1%&-19%	10%	20%&5%	-2	-3%&-3%	-1&3	2%	2%
Cc1cccc(N2CCN(Cc3nnc(-c4cccc(Br)c4)o3)CC2)c1C	x	1%	x	0%	x	u	17	x	x
CC(C)(C)NC(=O)c1cc2c(ccc3ccccc32)oc1=O	-54%	14%	4%	12%	15	-2%	24	-4%	-3%
COc1ccc(C2(c3ccc(OC)cc3)NC(=O)N(CC(=O)Nc3cc(C)ccc3OC)C2=O)cc1	-2%	-3%	-19%	-29%	-16	-12%	-7	4%	u
CC(Sc1nc(N2CCOCC2)c2c(c1C#N)CC(C)(C)OC2)C(=O)O (stereo unspecified)	-7%	-3%	5%	10%	8	4%	5	4%	7%
Cn1c(C(=O)NN)cc2cc(OCc3ccccc3)ccc21	8%	2%	-14%	-25%	0	-8%	-10	u	-17%
CC(Sc1nnnn1C)C(=O)NC(=O)NC1CCCCC1 (stereo unspecified)	i[1.84 µM]	0%	u	-11%	-12	-5%	5	-8%	1%
O=[N+]([O-])c1cccc(-n2cccc2/C=N/Nc2nc(N3CCCCC3)nc(N3CCCCC3)n2)c1	1%	11%[7.66 µM]	-3%	-6%	-15	-2%	3	15%	1%
CCCCNc1cc(=O)oc2ccccc12	2%	-1%	-15%	-8%	0	-7%	4	0%	-15%
CCOC(=O)C1CCN(c2ncnc3c2nc2n3CCCCC2)CC1	x	-17%	x	3%	x	0%	1	x	x
